NCOA1 inh – human NCOA1 inhibition. Q15788. HEK293 GAL4-SRC1 luciferase reporter, luminescence. inhibition, % at 3.6 µM. 360,000 compounds, 0.12% hits;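 active = inhibition above the campaign mean plus 3 SD, with each screening campaign given its own cutoff, cut at about 60% in these data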;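 also: 0% = DMSO treated cells and 100% = gossypol at 36 µM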
ABHD5-PLIN5 inh – ABHD5-PLIN5 protein interaction inhibition; Q00G26+Q8WTS1; Split G. princeps luciferase complementation, luminescence, 4 h; inhibition, % at 4 µM; 360,000 compounds, 0.78% hits; AID 602281;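 active = inhibition above the mean inhibition across every tested compound plus 3 SD, cut at about 22% in these data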;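 also: 0% = DMSO only wells and the 100% control is not disclosed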
NOD2-RIPK2 inh – blocks binding of human NOD2 to RIPK2; O43353; CHO BLA complementation NOD2-RIPK2, CCF4 ratio; inhibition, % at 4.98 µM; 360,000 compounds, 0.38% hits; in the data active = inhibition above about 21%;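 also: 0% = vehicle only and 100% = reference blocker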
Target sequence (O43353 whole entry, looked up): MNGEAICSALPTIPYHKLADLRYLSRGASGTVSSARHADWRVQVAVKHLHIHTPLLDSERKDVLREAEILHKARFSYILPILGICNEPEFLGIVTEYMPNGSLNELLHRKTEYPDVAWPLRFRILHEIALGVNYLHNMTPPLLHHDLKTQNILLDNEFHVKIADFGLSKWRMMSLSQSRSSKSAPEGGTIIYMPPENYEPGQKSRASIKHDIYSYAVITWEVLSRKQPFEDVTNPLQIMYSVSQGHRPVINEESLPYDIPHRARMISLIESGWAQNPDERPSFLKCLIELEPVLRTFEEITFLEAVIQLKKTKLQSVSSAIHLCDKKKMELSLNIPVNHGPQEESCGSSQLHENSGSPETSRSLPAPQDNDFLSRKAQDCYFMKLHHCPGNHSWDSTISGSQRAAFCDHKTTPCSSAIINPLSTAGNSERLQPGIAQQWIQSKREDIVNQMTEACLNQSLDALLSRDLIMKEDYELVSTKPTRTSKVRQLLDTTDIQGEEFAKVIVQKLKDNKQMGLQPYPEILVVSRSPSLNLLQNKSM
SRC2 inh – inhibits human steroid receptor coactivator 2 | HEK293 GAL4-SRC2 luciferase reporter, luminescence | inhibition, % at 9 µM | 370,000 compounds, 0.17% hits;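 active = inhibition above the mean inhibition of all tested compounds plus 3 SD, set per campaign, cut at about 52% in these data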;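 also: 0% = DMSO treated cells and 100% = cells given Gossypol at 36 µM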
MC4R antag cAMP – human MC4R antagonism in cAMP assay; P32245; MC4R-expressing cells, MTII-stimulated cAMP, LANCE TR-FRET; inhibition, % at 6.5 µM; 360,000 compounds, 0.48% hits;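 active = inhibition above its plate's cutoff, the mean of tested wells on that plate plus 3 SD, cut at about 29% in these data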;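 also: 0% = Melanotan II alone and 100% = Melanotan II plus saturating MCL0020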
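System: U2OS-MC4R stable cell line; Technique: Eu-cAMP/anti-cAMP TR-FRET, emission 671 nm; Repeats: single well per compound; Also added: Melanotan II; Dosing: one concentration, 6.5 µM nominal; Schedule: 30-min compound, 1-h challenge, 1-h detection, room temperature.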
COUP-TFII inh – inhibitors of human COUP-TFII (NR2F2). 370,000 compounds, 0.7% hits. HEK293T NGFI-A luciferase reporter, luminescence. P24468. inhibition, % at 8.6 µM;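 active = inhibition above a per-plate cutoff, mean inhibition of test wells between control levels plus 3 SD, cut at about 38% in these data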;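 also: cells cotransfected with COUP-TFII expression vector driving the NGFI-A reporter; 0% = median of COUP-TF2 test wells and 100% = reporter-only cells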
Target sequence (P24468 whole entry, looked up): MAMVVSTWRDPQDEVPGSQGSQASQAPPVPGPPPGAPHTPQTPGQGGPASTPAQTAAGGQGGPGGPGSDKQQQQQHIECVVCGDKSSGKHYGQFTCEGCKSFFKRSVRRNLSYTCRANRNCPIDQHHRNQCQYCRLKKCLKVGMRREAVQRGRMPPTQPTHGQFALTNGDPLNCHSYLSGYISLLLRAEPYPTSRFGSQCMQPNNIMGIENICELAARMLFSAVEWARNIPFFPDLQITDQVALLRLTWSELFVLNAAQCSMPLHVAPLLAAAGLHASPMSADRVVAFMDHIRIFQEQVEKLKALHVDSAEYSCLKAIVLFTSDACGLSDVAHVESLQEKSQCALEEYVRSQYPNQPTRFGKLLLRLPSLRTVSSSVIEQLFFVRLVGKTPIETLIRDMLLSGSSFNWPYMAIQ
MC4R barr agon – activates human MC4R beta-arrestin recruitment; U2OS MC4R beta-arrestin complementation, luminescence; percent of melanotan II response, DMSO zero; activation, % at 8.9 µM; 360,000 compounds, 0.98% hits;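 active = activation above a per-plate cutoff, the mean activation of sample wells on that plate plus 3 SD, cut at about 8% in these data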
NR5A2 inv ag – suppresses constitutive activity of human LRH-1 | inhibition, % at 3.6 µM | HEK293T StAR-luciferase reporter, LRH-1 transfected, 24 h | AID 602396 | 360,000 compounds, 0.13% hits | O00482;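 active = inhibition above the mean inhibition of all tested compounds plus 3 SD, cut at about 73% in these data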;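 also: 0% = DMSO wells and 100% = reporter-only cells lacking LRH-1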
SRC3 inh – inhibitors of human steroid receptor coactivator 3 (SRC3) | Q9Y6Q9 | HEK293 GAL4-SRC3 luciferase reporter, luminescence | inhibition, % at 3.6 µM | 360,000 compounds, 0.17% hits | AID 588352;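 active = inhibition above a per-campaign cutoff, the mean of all compounds plus 3 SD, cut at about 60% in these data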;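 also: 0% = DMSO-treated cells and 100% = gossypol-treated cells at 36 µM; higher means less SRC3-driven luciferase light from the GAL4 reporter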
EBV LMP1 NFkB – reduces LMP1-driven NF-kappaB luciferase signal; LMP1-induced NF-kappaB luciferase reporter cells, luminescence; inhibition, % at 12.5 µM; 350,000 compounds, 0.69% hits; AID 504558; in the data active = inhibition above about 41%;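 also: 0% = neutral control wells and 100% = reference inhibitor control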
TLR9-MyD88 inh – inhibitors of human TLR9-MyD88 binding; Q9NR96+Q99836; CHO BLA complementation TLR9-MyD88, CCF4 FRET ratio; inhibition, % at 4.98 µM; 340,000 compounds, 0.21% hits;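 active = inhibition above the mean over all tested compounds plus 3 SD, cut at about 21% in these data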;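 also: 0% = DMSO only wells and 100% = clavulanate BLA inhibitor control wells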
* marks the source's active call; other numbers are inactive results; . = not tested or not shown.

SMILES	NCOA1 inh	ABHD5-PLIN5 inh	NOD2-RIPK2 inh	SRC2 inh	MC4R antag cAMP	COUP-TFII inh	MC4R barr agon	NR5A2 inv ag	SRC3 inh	EBV LMP1 NFkB	TLR9-MyD88 inh
CCC(C(=O)OCC(=O)N1C(C)CCCC1C)c1ccccc1 (configuration not stated)	3	7	3	-1	2	3	-1.4	15	-3	-9	-2
CC(=O)C1=C(O)C(=O)N(Cc2cccnc2)C1c1ccc(O)cc1 (configuration not stated)	-25	2	-2	22	-2	8	1.5	-10	8	7	1
CCOC(=O)C1CCN(S(=O)(=O)c2cc(C(=O)OC)n(C)c2)CC1	16	-4	7	-12	19	2	0.0	15	-38	-7	5
COc1ccc(OC)c(NC(=O)COC(=O)CNC(=O)c2ccc(OC)c(OC)c2)c1	-6	1	-3	-9	15	-10	-1.6	-11	-13	-1	3
Cc1cc(C(=O)N(C)Cc2c(F)cccc2Cl)c2ccccc2n1	10	6	2	2	4	16	-1.4	12	4	2	-6
CC(=O)c1c(C)[nH]c(C(=O)Nc2ccc(Cl)cc2)c1C	-47	-8	-9	-35	22	-38	2.0	-110	-83	-15	2
CCC(Oc1ccccc1)C(=O)Nc1nnc(C)s1 (configuration not stated)	-1	0	-4	-3	9	-1	-0.3	-5	2	3	1
CC1CCN(C(=O)Cn2c(=O)oc3ccccc32)CC1	0	-1	-10	2	-2	8	2.1	9	1	3	-3
CSc1cccc(NC(=S)Nc2cc(C)ccc2C)c1	-4	-4	1	0	11	3	2.1	3	-1	-3	-7
Cc1cccc2nc(CSC(=N)N)c(Br)n12	12	2	2	8	-5	-12	1.6	-6	9	-12	1
O=C(Nc1nc(-c2ccccn2)cs1)C1CC1	-43	-3	-15	-35	-9	-39	2.5	-92	-52	3	8
Cn1ccnc1Sc1cc(Cl)ccc1[N+](=O)[O-]	-8	6	-10	1	-8	4	-0.7	-10	14	7	1
Cc1ccc(S(=O)(=O)NNC(=S)NC(C)(C)C)cc1	4	-6	2	-15	3	15	-2.6	7	-6	.	.
COCCn1c(CN2CCc3ccccc3C2)nc2c1c(=O)n(C)c(=O)n2C	-1	-4	7	-6	10	12	-0.7	6	4	-2	4
O=Cc1ccc(N2Cc3ccccc3C2)cc1	-89	-5	6	-13	9	10	-1.6	-94	-38	-2	1
CCN(CC)c1nc(N)c([N+](=O)[O-])c(NCCO)n1	5	1	4	2	-6	-9	-2.4	7	18	7	-1
C=CCn1c(SCc2ccc(Cl)cc2)nc2c1c(=O)[nH]c(=O)n2C	-21	-6	-5	-19	0	14	-1.1	1	-6	6	-13
CCCCN(C(=O)CSCC(=O)Nc1ccc(C)cc1)c1c(N)n(CCCC)c(=O)[nH]c1=O	-9	5	-5	-27	-5	18	-1.6	3	-1	-3	12
O=C(C1Cc2ccccc2CN1S(=O)(=O)c1cccs1)N1CCCCC1 (configuration not stated)	-2	-1	-7	-9	11	7	-1.1	11	0	3	-9
C[C@]12C(=O)N(c3ccc(C(F)(F)F)cc3)C(=O)N1[C@@H]1c3ccccc3OC[C@@H]1[C@H]2c1ccccc1	-12	-16	-6	7	3	7	-2.5	4	0	4	1

Already shown: an excerpt of the list.
SMILES	NCOA1 inh	ABHD5-PLIN5 inh	NOD2-RIPK2 inh	SRC2 inh	MC4R antag cAMP	COUP-TFII inh	MC4R barr agon	NR5A2 inv ag	SRC3 inh	EBV LMP1 NFkB	TLR9-MyD88 inh
CC(=O)C1=C(O)C(=O)N(Cc2cccnc2)C1c1ccc(O)cc1 (configuration not stated)	-25	2	-2	22	-2	8	1.5	-10	8	7	1
CCOC(=O)C1CCN(S(=O)(=O)c2cc(C(=O)OC)n(C)c2)CC1	16	-4	7	-12	19	2	0.0	15	-38	-7	5
COc1ccc(OC)c(NC(=O)COC(=O)CNC(=O)c2ccc(OC)c(OC)c2)c1	-6	1	-3	-9	15	-10	-1.6	-11	-13	-1	3

Molecules shown so far with two or more sulfur atoms:
SMILES	NCOA1 inh	ABHD5-PLIN5 inh	NOD2-RIPK2 inh	SRC2 inh	MC4R antag cAMP	COUP-TFII inh	MC4R barr agon	NR5A2 inv ag	SRC3 inh	EBV LMP1 NFkB	TLR9-MyD88 inh
CSc1cccc(NC(=S)Nc2cc(C)ccc2C)c1	-4	-4	1	0	11	3	2.1	3	-1	-3	-7
Cc1ccc(S(=O)(=O)NNC(=S)NC(C)(C)C)cc1	4	-6	2	-15	3	15	-2.6	7	-6	.	.
O=C(C1Cc2ccccc2CN1S(=O)(=O)c1cccs1)N1CCCCC1 (configuration not stated)	-2	-1	-7	-9	11	7	-1.1	11	0	3	-9

(list continues)
SMILES	NCOA1 inh	ABHD5-PLIN5 inh	NOD2-RIPK2 inh	SRC2 inh	MC4R antag cAMP	COUP-TFII inh	MC4R barr agon	NR5A2 inv ag	SRC3 inh	EBV LMP1 NFkB	TLR9-MyD88 inh
Cc1cc(=O)cc(C)n1-c1ccc(Cl)c(Cl)c1	-12	6	1	-20	-3	14	-0.4	5	-12	7	5
CCN(CC)S(=O)(=O)c1ccc(O)c(C(=O)OCC(=O)NC23CC4CC(CC(C4)C2)C3)c1	-8	-1	10	1	3	-13	-1.1	-3	-8	-10	3
CCCCCCN1C[C@@H](n2cc(C3CC3)nn2)[C@H](O)C[C@@H]1c1ccc(OC)cc1	-2	-12	2	-28	0	8	1.2	-7	-5	0	-1
Cc1cc(N2CCCC2)c(C)cc1C=O	-9	-3	-8	-4	-2	10	-0.8	13	-16	8	1
Nc1nn(-c2ccccc2)c(N)c1N=Nc1cccc(F)c1	-110	1	8	-28	-16	-78	-2.8	-133	-69	.	.
Cc1cc(=O)oc(C)c1C(=O)NCc1ccccc1	7	4	-8	3	4	-3	-2.5	15	9	-4	-8
O=C(CSc1ccccn1)NC1CCCc2c1cnn2-c1ccccc1F (configuration not stated)	-15	14	-12	-12	2	13	-0.7	0	-5	-4	-5
C[C@H](NC(=O)c1nc[nH]c1C(=O)NCC(=O)OC(C)(C)C)c1ccccc1	-4	-2	-7	-15	1	0	-0.5	-11	-21	9	-5
COc1ccc(CNC(=O)C/C(C)=N/NC(=O)c2ccc([N+](=O)[O-])cc2Cl)cc1	-8	4	-14	-9	4	0	-0.8	-1	15	-16	8
Cn1c(=O)c2c(ncn2CC(=O)OCC(=O)NCc2ccc(Cl)cc2)n(C)c1=O	14	0	-9	-12	15	-6	0.8	12	6	1	1
O=c1cc(N2CCN(c3ccccc3)CC2)[nH]c(=O)n1Cc1ccc(F)cc1	-11	-23	5	7	-8	2	-1.7	-14	11	0	-9
CCN(Cc1ccccc1)S(=O)(=O)c1ccc(C(=O)Nc2nnc(C)o2)cc1	10	-9	1	-1	4	-5	-3.2	-1	7	-6	4
COc1cc(/C=N/NC(=O)c2ccncc2)ccc1OCc1cnc(Cl)s1	-23	5	1	-32	0	-17	-3.6	-19	-23	-11	-2
CCCCCCCC(=O)NC1=NC(=O)C(C)(C)S1	0	-2	-14	-15	9	12	-0.7	-1	8	-1	9
CC1CCN(C(=O)C(C)NCc2ccc(F)cc2)CC1 (configuration not stated)	-20	-4	0	-6	4	-9	-1.6	-8	-61	9	7
C[C@@H]1COC(=O)[C@H](CC(=O)OC(C)(C)C)C/C=C\C[C@@H](CC(=O)N(CCO)Cc2ccccc2)C(=O)N1	-7	-4	-25	-11	2	-5	-0.8	22	5	-5	0
COc1ccc2[nH]cc(C(=O)CN3CCC(C)CC3)c2c1	-44	9	-20	-29	10	-22	4.0	-76	-61	-29	7
O=C(Nc1cccc(C(=O)O)c1)/C(=C/c1cccc([N+](=O)[O-])c1)NC(=O)c1cccc(Br)c1	-7	2	-6	2	-2	16	0.3	-1	17	-9	2
CCn1nc(NS(=O)(=O)c2ccccc2)c2cc3cccc(C)c3nc21	0	-5	-11	-1	3	-7	-0.8	6	3	2	0
CCc1ccc(/C=N/NC(=O)C(=O)NCCCN2CCOCC2)cc1	-2	3	-3	10	4	14	-0.7	-5	17	1	-4
CCc1ccc(OCC(=O)NNC(=O)CNC(=O)c2ccc(Br)o2)cc1	-7	-9	2	-4	4	19	0.4	6	9	-5	-17
O=C(COC(=O)CNC(=O)c1ccc(Br)cc1)NCCC1=CCCCC1	-27	-2	9	-26	15	1	-1.7	17	3	-2	8
CCOC(=O)C1=C(C)N=c2s/c(=C\c3cccc(OCC(=O)O)c3)c(=O)n2C1c1ccccc1 (configuration not stated)	4	8	1	21	9	10	-1.0	-1	4	4	-19
Cc1ccccc1-c1nnc(-c2ccccc2)o1	-96	-5	-4	-73	7	-22	0.0	-73	-79	-49	1
CC(=O)Nc1ccc(-c2ccnc3c2CC(C(=O)NCc2ccccc2)O3)cc1 (configuration not stated)	-26	7	11	-3	-23	-66	-0.6	22	13	.	.
O=C(O)COc1ccccc1/C=N/NC(=O)Cc1ccccc1	-7	-6	-3	-18	7	1	-0.6	-4	-18	8	-13
Fc1ccc(Nc2cccc3nccnc23)cc1	-4	-4	-51	5	-6	-3	-2.7	1	-30	-8	6
O=C(NCc1ccc(Cl)cc1)c1cnn2ccccc12	-95	7	-10	-32	14	-34	-0.5	-116	-94	-11	-2
CC(C)OCCCNC(=O)C(=O)NCCCOC(C)C	0	10	-8	7	5	6	-1.5	3	-3	18	-6
C/C(=N\N1CCN(C)CC1)c1ccc(OC(F)F)cc1	-7	-7	2	-3	6	-12	-2.2	5	-9	4	-3
COc1cccc(O[C@@H]2O[C@@H]3COC(C)(C)O[C@H]3[C@H](O)[C@H]2NC(C)=O)c1	-2	-2	3	-15	2	-5	-1.6	-4	-1	-10	10
Cc1cccc(-n2nc(C)cc2N)c1	-3	5	-6	-1	-4	0	2.4	17	-8	-4	0
NC(=O)c1ccc(-c2c(-c3ccccc3)sc3ccccc23)cc1	-8	-3	-6	0	10	-17	1.0	8	-2	-8	5
CC12CCC(C/C1=N\N=C1\NC(=O)/C(=C\c3ccc(Cl)cc3)S1)C2(C)C (configuration not stated)	-2	-5	-5	22	4	12	1.8	-30	9	6	-4
COc1ccc(CCNc2nc(C)nc3c2oc2ccccc23)cc1OC	13	7	-6	5	-1	40*	-1.2	11	13	17	-6

Only part of the results is shown (hit frequency here may not be typical).
